Assay outcomes deposited in PubChem by National Center for Advancing Translational Sciences (NCATS).
S2 tox – viability counter-screen for ATXN expression inhibitors; S2 cells (HEK-293 line with an ATXN2-luciferase reporter) viability, CellTiter-Fluor protease fluorescence, 24 h; Potency, µM (series often up to 56.7 µM), usual class: cytotoxic; actives 0.49% (n = 400,000); note: potency is the fitted concentration of half-maximal effect; nearly all actives have a fitted effect of over 40% in size
Nrf2 block – blocks Nrf2 signaling. actives 2.1% (n = 360,000). Potency, µM (doses to about 46 µM), for inactives: at the top dose activity change, negative = inhibition, hits mostly inhibitors. A549 ARE-Fluc reporter, luciferase luminescence, 18-24 h; note: potency is the fitted concentration of half-maximal effect; % is set by controls: 0 for no effect and ±100 for the full control effect; nearly all actives have a fitted effect of over 60% in size
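Cells were seeded and rested 2 h, then exposed to compounds for 18-24 h. CellTiter-Fluor was read first as a viability measure. BugLite was added 15 min before the final luminescent read of ARE-luciferase activity in A549 cells.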
A549 tox – A549 cytotoxicity, counter-screen for Nrf2 inhibitors. A549 ARE-Fluc cells, CellTiter-Fluor viability, 18-24 h. Potency, µM (series often up to 46 µM), without a hit: at the highest dose activity change, negative = cytotoxicity, most hits filed as inhibitors. actives 0.16% (n = 390,000). AID 504648; note: potency is the fitted concentration of half-maximal effect; % is set by controls: 0 for no effect and ±100 for the full control effect
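A549 ARE-Fluc cells in 5% FBS OPTI-MEM, 5000 cells/well, rested 2 h then exposed to compounds in concentration-response for 18-24 h at 37 °C. Viability by CellTiter-Fluor fluorescence (Ex 405/Em 525) after 30 min; luciferase luminescence (BugLite, 15 min, RT) read afterwards.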
Nrf2 activator – Nrf2 pathway activation; AREc32 ARE-luciferase reporter (MCF7-derived line), luminescence, 24 h; Potency, µM (doses to about 46.1 µM), inactives show top-dose activation, most hits filed as activators; actives 0.31% (n = 410,000); AID 624171; note: potency is the fitted concentration of half-maximal effect; % of control where 0% means no effect; nearly all actives have a fitted effect of over 65% in size
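Luciferase luminescence (Steady-Glo, 30 min at room temperature) served as the read-out of ARE activation in AREc32 cells treated with compounds for 24 hr at 37 deg C.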
TGFb inhibitor – TGF-b pathway inhibition | HepG2 CAGA-GFP TGF-b/SMAD3 reporter, GFP fluorescence, 18 h; TGF-beta stimulated, 500 pg/mL final | actives 1.2% (n = 410,000) | AID 588855 | Potency, µM (series often up to 46.1 µM), for the others: top-dose activity, negative = inhibition, hits mostly inhibitors; note: potency is the fitted concentration of half-maximal effect; % is set by controls: 0 for no effect and ±100 for the full control effect; nearly all actives have a fitted effect of over 65% in size
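TGF-beta reporter screen: HEPG2 CAGA-GFP, 1% FBS, 500 pg/mL TGF-beta final, 18 h; per-cell GFP summed per well; curves fitted and categorized by class.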
IL-1B inflam inh – blocks inflammasome-driven IL-1 beta release; THP-1 LPS/ATP IL-1B secretion, AlphaLISA, 16 h; hits give low values; activity change, % at 57.5 µM; actives 4.7% (n = 360,000); AID 743279; in the data active = activity change below about -50%; inconclusive = mostly about -30% to -49%; note: % is set by controls: 0 for no effect and ±100 for the full control effect
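Secreted IL-1B measured by AlphaLISA bead assay after 16 h compound exposure of THP-1 cells; compounds (final up to 57.5 uM) added 1 h before LPS (250 ng/mL) and ATP (1.25 mM) stimulation; lower signal means less secretion.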
HepG2 viability – kills HepG2 cells in TGF-b inhibitor counter-screen | HepG2 CAGA-GFP viability, ATP luminescence, 18 h | Potency, µM (top dose mostly 46.1 µM), inactives show top-dose activity change, negative = cytotoxicity, usual class: cytotoxic | actives 0.76% (n = 410,000); note: potency is the fitted concentration of half-maximal effect; some results filed as inactive show a strong effect at the top dose
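CellTiter-Glo luminescence gave cytotoxicity after 18 hours at 37 degrees C. The cells were HepG2 CAGA-GFP in 1% FBS DMEM, stimulated with 500 pg/mL TGF-beta after compound addition. %Activity was normalised to no-cell wells (complete cell-killing) and DMSO (no toxicity), and curves were fitted and classified.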
ATXN2 expr inh – inhibitors of ATXN2 expression | HEK-293 ATXN2-luciferase reporter, luminescence, 24 h | Potency, µM (series often up to 57 µM), inactives show top-dose activity change, negative = inhibition, actives largely listed as inhibitors | actives 0.72% (n = 360,000) | AID 1745845; note: potency is the fitted concentration of half-maximal effect; % is set by controls: 0 for no effect and ±100 for the full control effect; nearly all actives have a fitted effect of over 55% in size
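ATXN2-luciferase reporter cells (luciferase flanked by upstream and downstream ATXN2 gene portions) were treated 24 h at 37 °C with compounds at up to 57 uM. SteadyGlo luminescence gave expression; GF-AFC fluorescence gave viability.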
MCF10A rereplic – DNA re-replication induction in MCF 10a cells; actives 2.9% (n = 350,000); Potency, µM (series often up to 46.1 µM), inactives show top-dose activity, positive = re-replication, hits mostly activators; MCF 10A DNA re-replication, Hoechst nuclear intensity, 48 h; AID 624296; note: potency is the fitted concentration of half-maximal effect; % of control where 0% means no effect; nearly all actives have a fitted effect of over 50% in size
Starred values were filed as active, the others as inactive; i = inactive; ? = inconclusive; nt = no result given; [ ] = dose if it differs, or a comment. Unless noted, calls come from the whole dose curve; as a rule, active = well fitted curve in the direction sought with a large enough effect; inconclusive = small, poorly fitted or top-dose-only effect, or another doubt; inactive = no such curve, though single readings can be large; an effect the other way counts as inactive or inconclusive.

SMILES	S2 tox	Nrf2 block	A549 tox	Nrf2 activator	TGFb inhibitor	IL-1B inflam inh	HepG2 viability	ATXN2 expr inh	MCF10A rereplic
O=C(c1cc(Cl)ccc1[N+](=O)[O-])N1CCc2ccccc2C1	i	0%	-5%	-0.3%	-1%	7	9%	-2%	17%
CCc1ccc(OCC(=O)N(Cc2ccccc2)C2CCS(=O)(=O)C2)cc1 (stereo unspecified)	i	1%	3%	-0.1%	-18%	-1	-3%	-18%	2%
CCCCC(=O)Nc1nnc(S(=O)(=O)N(C)Cc2ccc(Cl)cc2)s1	nt	?	-1%	-0.6%	-1%	nt	12%	nt	nt
O=C(CNC(=O)c1ccccc1F)NNC(=O)c1ccccc1O	i	6%	4%	-0.1%	-8%	8	-19%	-13%	1%
CCOC(=O)c1ccc(S(=O)(=O)N2CCN(CCC#N)CC2)cc1	i	11%	-11%	-0.3%	0%	34	-2%	1%	18%
CN(C)C(=O)CSc1nnc(NC(=O)CCc2ccccc2)s1	i	?	1%	-0.2%	-28%	35	17%	-21%	5%
CCCC(C)NC(=O)COc1ccc(Sc2ccc(OCC(=O)NC(C)CCC)cc2)cc1 (stereo unspecified)	i	3.7µM*	0%	-0.9%	-12%	-1	-22%	-20%	18%
CCCSc1sc(C(=O)OC)c(-c2cccs2)c1C#N	i	-12%	6%	2.0%	-1%	56	-5%	3%	8%
CCOC(=O)C1CCCN(C(=O)CCNS(=O)(=O)c2cc(Br)cnc2N)C1 (stereo unspecified)	i	14%	0%	0.1%	0%	2	6%	0%	10%
Cc1cccc(NC(=O)N(C)Cc2cccs2)c1	?	12%	-4%	0.1%	-4%	-2	-22%	2%	-2%
O=C1C=C(c2ccc(-c3ccccc3)c(F)c2)C[C@@H](c2ccc3c(c2)OCO3)C1	i	15%	7%	-0.2%	6%	-14	18%	10%	-1%
CCCC(=O)NCC(c1cccs1)S(=O)(=O)c1ccc(Cl)cc1 (stereo unspecified)	i	6%	0%	0.1%	-8%	19	-2%	6%	12%
COC(=O)C1=C(C(=O)OC)[N+]2=C3N(C(=O)NC2(C)C)[C@H](CO)C[C@@]32c3ccccc3N(Cc3ccccc3)[C@@H]12	i	2%	6%	0.3%	2%	-25	-20%	-5%	-43%[inhibitor]
CCOC(=O)CC1COCCN1Cc1cn[nH]c1-c1ccc2c(c1)OCO2 (stereo unspecified)	i	-2%	3%	-0.2%	-7%	36	-13%	8%	5%
Cc1ccc(N2CN=C3SCC(=O)N3C2)cc1C	i	24%	18%	0.5%	-7%	12	-1%	nt	6%
O=C(CN1CCN(c2ccccn2)CC1)Nc1ccc([N+](=O)[O-])cc1C(=O)Nc1ccccc1F	i	?	?	1.0%	?	-2	-29%	-24%	27%
CCN(CC)c1ccc(NC(=O)c2sc3ccccc3c2Cl)cc1	?	?	-2%	1.2%	7%	nt	-39%	24%	nt
C[C@@]12C(=O)Nc3ccc(Br)cc3C(=O)N1[C@H]1c3cc(Br)ccc3OC[C@@H]1[C@@H]2c1ccccc1	i	18%	0%	3.7%	-7%	-20	-25%	-13%	-88%[inhibitor]
O=C(OCC(=O)c1ccc[nH]1)c1ccc(Cl)c(Cl)c1	i	-1%	-2%	0.2%	-3%	-2	-2%	-7%	-4%
O=C(CSc1nnc(-c2ccco2)n1Cc1ccccc1)c1ccccc1	i	nt	0%	9.1%	2%	-6	0%	77%[activator]	29%
CCOC(=O)c1sc(NC(=S)NC(=O)c2ccco2)nc1C	i	2%	-3%	?	10%	12	-42%	22%	?
COc1ccc(NC(=O)C2Cc3c(-c4ccc(Cl)cc4)ccnc3O2)cc1OC (stereo unspecified)	?	nt	nt	0.6%	-5%	-16	-16%	-17%	nt
COCCCNCCOCCSc1ccc(Cl)cc1	i	2%	-6%	-0.5%	14%	?	-18%	-20%	?
COc1ccc(CNC(=O)/C(C#N)=C/c2cccc(OC)c2OC)cc1	i	?	?	22%	?	-9	-49%	0%	?

In another format: entries from further up
SMILES | S2 tox | Nrf2 block | A549 tox | Nrf2 activator | TGFb inhibitor | IL-1B inflam inh | HepG2 viability | ATXN2 expr inh | MCF10A rereplic
Cc1ccc(N2CN=C3SCC(=O)N3C2)cc1C | i | 24% | 18% | 0.5% | -7% | 12 | -1% | nt | 6%
O=C(CN1CCN(c2ccccn2)CC1)Nc1ccc([N+](=O)[O-])cc1C(=O)Nc1ccccc1F | i | ? | ? | 1.0% | ? | -2 | -29% | -24% | 27%
CCN(CC)c1ccc(NC(=O)c2sc3ccccc3c2Cl)cc1 | ? | ? | -2% | 1.2% | 7% | nt | -39% | 24% | nt
C[C@@]12C(=O)Nc3ccc(Br)cc3C(=O)N1[C@H]1c3cc(Br)ccc3OC[C@@H]1[C@@H]2c1ccccc1 | i | 18% | 0% | 3.7% | -7% | -20 | -25% | -13% | -88%[inhibitor]
O=C(OCC(=O)c1ccc[nH]1)c1ccc(Cl)c(Cl)c1 | i | -1% | -2% | 0.2% | -3% | -2 | -2% | -7% | -4%
O=C(CSc1nnc(-c2ccco2)n1Cc1ccccc1)c1ccccc1 | i | nt | 0% | 9.1% | 2% | -6 | 0% | 77%[activator] | 29%
CCOC(=O)c1sc(NC(=S)NC(=O)c2ccco2)nc1C | i | 2% | -3% | ? | 10% | 12 | -42% | 22% | ?
COc1ccc(NC(=O)C2Cc3c(-c4ccc(Cl)cc4)ccnc3O2)cc1OC (stereo unspecified) | ? | nt | nt | 0.6% | -5% | -16 | -16% | -17% | nt
COCCCNCCOCCSc1ccc(Cl)cc1 | i | 2% | -6% | -0.5% | 14% | ? | -18% | -20% | ?
COc1ccc(CNC(=O)/C(C#N)=C/c2cccc(OC)c2OC)cc1 | i | ? | ? | 22% | ? | -9 | -49% | 0% | ?

Going on with the list.
SMILES	S2 tox	Nrf2 block	A549 tox	Nrf2 activator	TGFb inhibitor	IL-1B inflam inh	HepG2 viability	ATXN2 expr inh	MCF10A rereplic
CC(C)(C)NC(=O)C(c1cccnc1)N(C(=O)c1csnn1)c1ccccc1 (stereo unspecified)	nt	-13%	-1%	0.6%	15%	11	2%	-19%	-7%
COc1nc(Oc2ccc(C(=O)O)cc2)nc(Oc2ccc(C(=O)O)cc2)n1	i	nt	-1%	-0.1%	16%	28	9%	17%	-5%
COC(=O)c1ccc(NC(=O)CSc2nnc(CNc3ccc(F)cc3)n2C)cc1	i	8%	7%	0.3%	1%	17	-4%	4%	3%
CCN(CC)C(=O)C1CCN(S(=O)(=O)c2ccc3oc4ccccc4c3c2)CC1	?	21µM*	-4%	0.4%	-21%	?	-4%	-23%	1%
O=C(Nc1nc(-c2ccncc2)cs1)c1ccc(F)cc1	i	1%	10%	2.2%	-4%	?	1%	0%	12%
CCOC(=O)c1c(-c2ccccc2)oc2ccc(NS(=O)(=O)c3ccc(C)cc3C)cc12	?	?	1%	-0.5%	?	nt	-60%	?	nt
CCNC(=O)NC(=O)CSc1ccc2ccccc2c1	i	-7%	1%	0.4%	-6%	-1	-25%	-15%	-11%
COc1ccc(Br)cc1/C=C/c1ccc2cccc(O)c2n1	i	17%	8%	?	11%	60	-18%	-3%	10%
Cc1ccc(C(=O)Nc2nnc(COCCO)s2)cc1	i	nt	nt	-0.8%	8%	22	-9%	11%	nt
CCC(=O)N1CCN(c2nc3ccccc3s2)CC1	i	-26%	-2%	0.6%	-11%	-4	10%	5%	3%
COc1ccc(CC(N)c2csc(Nc3cccc(OC)n3)n2)cc1 (stereo unspecified)	?	nt	nt	6.0%	?	0	13µM*	-8%	nt
COc1ccc(NC(=O)/C(C#N)=C/c2c(C)nn(-c3ccc(F)cc3)c2Cl)cc1Cl	i	-1%	1%	3.1%	-5%	-55*	15%	-15%	?
COCc1cc(=O)[nH]c(Nc2nc3ccccc3o2)n1	?	?	?	?	?	54	-32%	?	?
CC(C)(C)c1ccc(S(=O)(=O)NCCN2CCOCC2)cc1	i	nt	nt	0.1%	-7%	0	-12%	nt	nt
O=C1CC(c2ccc(F)cc2)c2c(n3c(nc4ccccc43)[nH]c2=O)N1 (stereo unspecified)	nt	-8%	-2%	-1.1%	9%	nt	1%	nt	nt
O=C(NNC(=O)c1ccncc1)Nc1ccc([N+](=O)[O-])cc1	i	-3%	0%	-1.2%	-8%	-20	-17%	-11%	0%
O=C(COC(=O)/C=C/c1ccccc1Cl)NC1CCCC1	i	3%	-1%	0.9%	-6%	-9	7%	-5%	-18%
O=C(CNS(=O)(=O)c1ccc2c(c1)OCCCO2)N1CCN(c2ccc(F)cc2)CC1	i	?	1%	-0.5%	-3%	12	-14%	-20%	?
COc1ccccc1NC(=O)CSc1nnc(-c2ccoc2C)n1C	i	-9%	-1%	-0.7%	5%	-6	-13%	-7%	-9%
COc1ccc(S(=O)(=O)N(C)CC(=O)Nc2ccccc2OC)cc1C	i	nt	-5%	-0.9%	?	-15	-10%	-36%	-2%
COc1ccc(Nc2oc(-c3ccco3)nc2S(=O)(=O)c2ccc(F)cc2)cc1	i	?	-5%	?	-2%	-57*	-3%	nt	15µM*
COc1ccc(-n2c(Cc3cccn3C)nnc2SCC(=O)Nc2ccc(Cl)cc2)cc1	?	?	0%	4.8%	?	-8	-40%	?	10%
O=C(c1snnc1-c1ccccc1)N1CCOCC1	i	?	-4%	-0.6%	0%	16	-14%	-12%	0.65µM*
CCOc1ccc(C(C)C)cc1S(=O)(=O)Nc1ccc(Cl)cn1	i	nt	-3%	-0.6%	-21%	13	7%	-11%	1%
Cc1ccc2nc3c(c(Nc4cccc(O)c4)c2c1)CCC3	?	-27%	-7%	0.3%	?	118	-19%	-21%	?
O=c1c(-c2ccccc2)coc2c(CN3CCCCC3)c(O)ccc12	i	7%	8%	0.3%	1%	-4	-1%	-13%	6%

This is a random part of the collection. Share with any hit: about 8.8%.
